# Screening results deposited in PubChem BioAssay by The Scripps Research Institute Molecular Screening Center.
# UHRF1 binding: blocks human UHRF1 binding to methylated DNA; Q96T88; UHRF1 binding to methylated oligo, TR-FRET; inhibition, % at 4.4 µM; actives 0.75% (n = 370,000); AID 687016; in the data active = inhibition above about 21%;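 also: UHRF1 SRA domain binding a hemimethylated CpG hairpin DNA probe; 0% = median of test compound wells and 100% = reference inhibitor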
# LEDGF integ inh: blocks HIV-1 LEDGF/p75-dependent DNA integration; TR-FRET IN-LEDGF/p75 DNA integration, Eu/Cy5; inhibition, % at 3.7 µM; actives 0.64% (n = 370,000);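 active = inhibition above the screen-wide mean plus 3 SD, cut at about 13% in these data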;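 also: signal is the Cy5 over europium emission ratio at 671 and 618 nm; 0% = plate median of compound wells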
# HTRA1 inh: blocks human HTRA1 serine peptidase | inhibition, % at 5.96 µM | recombinant HTRA1, FP-rhodamine activity-based probe, fluorescence polarization | Q92743 | actives 0.5% (n = 340,000); in the data active = inhibition above about 36%;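 also: 0% = enzyme with DMSO and 100% = wells lacking enzyme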
# Target sequence (Q92743 whole entry, looked up): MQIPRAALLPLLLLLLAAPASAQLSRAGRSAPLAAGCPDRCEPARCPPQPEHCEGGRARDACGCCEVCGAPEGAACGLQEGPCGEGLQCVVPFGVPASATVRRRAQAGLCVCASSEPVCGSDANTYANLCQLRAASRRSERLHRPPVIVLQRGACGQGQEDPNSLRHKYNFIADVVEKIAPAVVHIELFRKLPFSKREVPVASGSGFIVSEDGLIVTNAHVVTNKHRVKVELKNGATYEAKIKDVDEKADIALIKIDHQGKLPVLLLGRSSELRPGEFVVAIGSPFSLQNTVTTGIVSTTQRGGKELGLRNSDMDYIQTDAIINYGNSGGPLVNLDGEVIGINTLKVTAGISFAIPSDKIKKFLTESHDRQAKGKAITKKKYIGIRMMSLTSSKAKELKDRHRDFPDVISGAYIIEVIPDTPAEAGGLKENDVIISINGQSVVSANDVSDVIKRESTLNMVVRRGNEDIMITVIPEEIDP
# mABHD4 FP: ABHD4 (mouse) inhibition, primary FP screen | purified mABHD4, FP-Rh probe fluorescence polarization | AID 720543 | inhibition, % at 8.92 µM | Q8VD66 | actives 0.54% (n = 370,000);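 active = inhibition exceeding the mean over every tested compound plus 3 SD, cut at about 30% in these data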;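 also: 0% = plate median of compound wells and 100% = S159A mutant with DMSO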
#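 Test system: mABHD4 protein; Read-out basis: % inhibition; Incubation: 45 min + 60 min at 25 °C; Repeats: single replicate; Technique: fluorescence polarization with parallel and perpendicular emission, 525/598 nm; Compound: 8.92 µM, single dose; Benchmarks: full inhibition S159A mutant plus DMSO, zero as sample-well median.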
# PG9 binder: binds the HIV-1 gp120 antibody PG9 | inhibition, % at 6.7 µM | TR-FRET gp120-PG9 antibody binding | actives 0.43% (n = 360,000) | AID 624416; in the data active = inhibition above about 8.5%
# TDP2 absorb: TDP2 (human) inhibition, absorbance primary screen; inhibition, % at 12.8 µM; actives 0.34% (n = 370,000); recombinant TDP2, T5PNP hydrolysis, p-nitrophenol absorbance 415 nm;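 active = inhibition above the mean of all tested compounds plus 3 SD, set per campaign, cut at about 25% in these data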;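 also: 0% = DMSO with enzyme and 100% = buffer with substrate but no TDP2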
#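 Evaluation: % inhibition relative to enzyme-containing and enzyme-free wells. Material: recombinant human TDP2. Benchmarks: enzyme-free and DMSO wells. Timing: enzyme reaction with compound for 2 h at 37 °C. Compound dosing: 12.8 µM only. Measured by: p-Nitrophenol epi absorbance. Reagent: T5PNP substrate at 5 mM, a TopII-DNA adduct mimic. Replication: single well per compound.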
# SIAE inh: blocks human sialic acid acetylesterase; AID 1053197; SIAE FP-Rh probe binding, fluorescence polarization; inhibition, % at 9.66 µM; actives 0.69% (n = 370,000); Q9HAT2;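 active = inhibition above a cutoff: mean of compounds within the control limits plus 3 SD of those, cut at about 17% in these data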;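 also: 0% = plate median of compound wells and 100% = probe without SIAE protein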
# TCR CD3 inh: human TCR-CD3 binding inhibition | actives 0.37% (n = 360,000) | inhibition, % at 9.4 µM | TAMRA-labeled TCR probe fluorescence, biochemical; in the data active = inhibition above about 19%;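 also: recombinant mutant TCR 2C K166C tagged with TAMRA read by polarization; 0% = receptor in buffer alone and 100% = receptor with positive control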
# PRMT1 inh: blocks human protein arginine methyltransferase 1. Q99873. recombinant PRMT1, activity-based probe fluorescence polarization. inhibition, % at 2.79 µM. actives 1.3% (n = 370,000). AID 652257;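 active = inhibition above about 21% made by adding two undisclosed values, limit read from the data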
# Target sequence (Q99873 whole entry, looked up): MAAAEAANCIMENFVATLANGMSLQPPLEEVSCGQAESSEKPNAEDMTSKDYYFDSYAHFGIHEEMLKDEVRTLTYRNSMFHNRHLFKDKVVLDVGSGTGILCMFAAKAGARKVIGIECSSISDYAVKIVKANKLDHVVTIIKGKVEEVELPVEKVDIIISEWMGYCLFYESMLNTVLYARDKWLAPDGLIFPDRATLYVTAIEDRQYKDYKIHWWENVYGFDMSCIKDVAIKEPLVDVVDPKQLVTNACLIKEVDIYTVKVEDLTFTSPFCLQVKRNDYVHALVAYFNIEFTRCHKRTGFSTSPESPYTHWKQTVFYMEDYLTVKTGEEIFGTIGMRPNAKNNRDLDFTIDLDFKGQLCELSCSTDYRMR
# Tn7 DDE FP: inhibitors of Tn7 peptide binding to human fibrin DD(E); P02675; FP displacement of FITC-Tn7 peptide from fibrin DD(E); 0% = median of compound wells per plate; inhibition, % at 8.3 µM; actives 0.13% (n = 370,000); AID 720508;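 active = inhibition above the mean of compounds falling within the control limits plus 3 SD of them, cut at about 14% in these data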;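 also: 0% = plate median of compound wells and 100% = 10 µM Aha-Tn7 peptide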
#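 system = human fibrin DD(E) protein | quantity = DD(E) 2 µM final | medium = Tris/NaCl/CaCl2 buffer, pH 7.8 | also added = labelled Tn7 tracer, 0.1 µM | compound dosing = single point at 8.3 µM | timing = compound with protein 10 min, then 3 h after probe, room temperature | signal = FP measurement | benchmarks = Aha-Tn7 high control | repeats = one replicate per compound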
# * marks the source's active call; other numbers are inactive results; . = not tested or not shown.
canonical_smiles,UHRF1 binding,LEDGF integ inh,HTRA1 inh,mABHD4 FP,PG9 binder,TDP2 absorb,SIAE inh,TCR CD3 inh,PRMT1 inh,Tn7 DDE FP
CC(Sc1nnc(-c2ccccc2F)n1C1CC1)C(=O)N1CCCC1 (centres undefined),2,-7,7,-5,3.8,-5,-2,-4,2,6
Cn1cc(C(=O)c2cccc(Cl)c2)cc1C#N,0,0,3,-1,0.2,-2,6,10,0,10
CCCCNC(=O)c1onc(CSc2ccc(OC)cc2)c1C(=O)O,3,-1,-3,4,0.9,4,1,-1,7,-2
CCOC(=O)c1ccc(NC(=O)c2n[nH]c(=O)c3ccccc23)cc1,0,-1,8,-3,-2.0,-2,-2,3,-2,-3
O=C(CO/N=C/c1ccc(OC(F)F)cc1)NCc1ccco1,2,2,-3,-2,0.4,5,6,9,-3,3
O=C(COC(=O)[C@H](Cc1ccccc1)NS(=O)(=O)c1ccccc1F)NC1CCCCC1,-3,-3,-6,0,0.5,-6,2,10,1,1
O=C1NC(O)CCN1C1CC(O)C(CO)O1 (centres undefined),0,0,.,0,2.0,2,5,-4,-1,-8
CC(=O)Oc1ccc(/C=C2/C(=O)N(c3ccccc3)N=C2C)cc1,16,51*,4,-6,-0.5,71*,6,-5,12,-3
CCOC(=O)COc1c(C(=O)OC)sc2ncccc12,2,5,-1,2,2.3,-13,2,1,2,-5
COc1cc(NC(=O)CSc2nccc(C)n2)c(C(=O)O)cc1OC,-4,1,6,4,-0.6,12,7,10,-4,-4
C#CCNC(=O)c1cccn1-c1ncc(C(F)(F)F)cc1Cl,8,-9,-4,-18,-2.8,-8,-6,-6,5,-1
CS(=O)(=O)c1ccc(Nc2nc(C(N)Cc3ccccc3)cs2)cc1 (centres undefined),2,1,.,4,0.1,-5,-6,-4,6,1
C[C@H](CO)N1C[C@H](C)[C@@H](CN(C)C(=O)Nc2cccc(Oc3ccccn3)c2)OCc2cnnn2CCCC1=O,0,-2,5,0,-1.0,5,3,8,-2,-9
O=C(CN1C(=O)COc2ccccc21)Nc1ccc2c(c1)OCCO2,0,-3,-4,-7,-2.1,2,9,3,2,0
C#CCOCCOCCOCCNc1nc(N2CCN(C(=O)[C@H]([C@@H](C)CC)n3cc(CCCN=C(N)N)nn3)CC2)nc(N2CCN(C(=O)[C@H](CCCCN)n3cc(CC(C)O)nn3)CC2)n1 (some centres undefined),4,-2,-6,-2,-1.1,-1,-7,-2,1,-1
CCc1ccc2c(CC(=O)NNC(=O)c3ccncc3)coc2c1,-3,3,9,2,0.6,-5,2,8,-3,5
CC1=CC(=C(C#N)C#N)c2ccccc2N1C,-12,-4,10,6,-0.1,-14,-4,-3,-3,5
Cc1cc(=O)cc(C)n1-c1ccc(Cl)cc1,2,1,2,-1,-0.3,-10,-1,6,-3,-7
CCCS(=O)(=O)c1c(S(=O)(=O)CCC)c2cnccn2c1C(=O)c1ccc(F)cc1,2,-4,-3,-20,-1.8,-19,-5,-3,2,5
Cc1ccc(N(C(=O)Cn2nnc(-c3ccc(C)o3)n2)C(C(=O)NC2CCCC2)c2ccncc2)cc1 (centres undefined),3,3,4,3,0.1,12,-4,5,-4,-4
O=C(CC1SC(N2CCCCC2)=NC1=O)Nc1ccc(C(=O)NCc2ccccc2)cc1 (centres undefined),0,-3,0,1,-0.2,9,-1,-1,1,0
CCOc1ccc(CCNC(=O)C2CCN(c3nn4c(=O)cc(C)nc4s3)CC2)cc1OCC,2,-1,-6,-5,0.1,-12,11,-1,-1,7
COc1ccccc1Nc1ncc(C(=O)N2CCN(Cc3ccc(OC)c(OC)c3OC)CC2)c2ccccc12,5,-5,-11,3,-0.5,3,-2,4,-2,2
CC1(C(=O)N2Cc3ccccc3C2)CCN1C(=O)C1(c2ccc(Cl)cc2)CC1 (centres undefined),1,-1,.,-2,-1.7,0,-5,4,-6,0
CCC(=O)NCCc1nc2ccccc2n1Cc1ccccc1,3,1,2,-4,-1.5,8,0,-9,-1,2
COCCNc1nc(NCCN2CCNC2=O)c2sccc2n1,0,0,.,-2,0.9,-12,3,7,-3,3
COc1ccccc1CCN=C(N)NS(=O)(=O)c1cc(F)ccc1F,-3,0,0,0,-0.1,16,-3,1,4,8
Cc1ccc(/C=C2\SC(=S)N(CCC(=O)NCCCN3CCOCC3)C2=O)cc1,-4,3,-16,-20,-2.6,-1,0,2,6,2
COc1ccccc1/C=N/OCc1cc(C(C)=O)ccc1OC,4,3,-26,-3,-0.8,-1,-4,0,-2,-10
Nc1ccc(/C=C/c2ccc3ncccc3c2)cc1,-8,-3,15,9,-3.9,9,6,3,1,-9
O=C(CCS(=O)(=O)c1ccc(Br)cc1)N1CCCCCC1,3,1,1,0,-1.2,-4,5,7,-1,-3
C#CCOc1ccc(/C=N/NC(=O)c2cccnc2)cc1OCC,2,2,-1,2,-0.4,3,-2,-1,-4,3
O=C1CC(c2ccccc2)Cc2nc3ncnn3cc21 (centres undefined),3,0,-3,2,3.1,-6,7,-2,8,5
COc1ccc(C(=O)Nc2ccc(S(=O)(=O)NC(C)=O)cc2)cc1[N+](=O)[O-],-2,-8,5,3,-0.7,-2,-5,12,0,4
O=C(CSc1nnc(-c2cccnc2)n1Cc1ccco1)Nc1ccc(F)cc1Cl,0,-2,.,-8,.,-2,0,.,13,2
CC[C@]12c3[nH]c4ccc(Cl)cc4c3CCN1C(=O)[C@@H](CC(=O)NCCC1=CCCCC1)C[C@@H]2C(=O)N1CCN(C(=O)C2CC2)CC1,1,0,2,2,-1.4,0,6,-6,7,0
O=C(NNc1cccc(Cl)n1)Nc1ccc(F)cc1,-1,0,3,5,-1.7,3,6,1,0,-5
CCOc1ccc(C(=O)N2CCN(S(=O)(=O)c3ccc4c(c3)OCCO4)CC2)cc1OCC,1,-5,-2,6,-1.0,-6,-3,-5,0,3
CCOc1ccc(-n2c(SCC(N)=O)nnc2-c2cccnc2)cc1,5,6,6,-5,-0.7,-25,-6,11,-2,-5
CCn1c(=O)c(C(=O)CN2CCN(S(=O)(=O)c3ccc(C)cc3C)CC2)c(N)n(Cc2ccccc2)c1=O,-3,-1,-44,-6,-0.4,3,-8,0,-1,9
CCCc1cn(-c2ccc3c(c2)[C@@]2(CC(=O)N(C)C2c2ccccc2)C(=O)N3CC(C)C)nn1 (some centres undefined),-1,-3,.,7,.,-5,4,.,-2,0
CC(=O)c1cccc(NC(=O)C2CCCN2S(=O)(=O)c2cccc3cccnc23)c1 (centres undefined),2,9,-2,4,0.1,-2,-2,0,3,3
COc1ccc(NC(=O)CCN2C(=O)c3ccccc3C2=O)c(OC)c1,-1,-3,-1,3,0.0,-5,0,-2,1,0
CCN1CCS/C1=C\C=C\C1=[N+](CC)CCS1,-10,2,-9,-6,-4.7,4,6,-4,-4,-3
CC1CCCN(C(=O)COC(=O)c2n[nH]c3ccccc23)C1 (centres undefined),3,0,2,4,-1.4,0,-6,-1,-2,-9

# Random excerpt: two compounds from above
canonical_smiles,UHRF1 binding,LEDGF integ inh,HTRA1 inh,mABHD4 FP,PG9 binder,TDP2 absorb,SIAE inh,TCR CD3 inh,PRMT1 inh,Tn7 DDE FP
C#CCOc1ccc(/C=N/NC(=O)c2cccnc2)cc1OCC,2,2,-1,2,-0.4,3,-2,-1,-4,3
COc1ccc(NC(=O)CCN2C(=O)c3ccccc3C2=O)c(OC)c1,-1,-3,-1,3,0.0,-5,0,-2,1,0

# Going on with the list:
canonical_smiles,UHRF1 binding,LEDGF integ inh,HTRA1 inh,mABHD4 FP,PG9 binder,TDP2 absorb,SIAE inh,TCR CD3 inh,PRMT1 inh,Tn7 DDE FP
CCn1c(SCC(=O)Nc2cccc(NC(C)=O)c2)nc2c([nH]c3ccccc32)c1=O,-1,2,0,3,-4.7,-17,-6,-1,-2,-8
COc1cccc(N/C(N)=N/c2nc(C(F)(F)F)cc(=O)[nH]2)c1,-2,5,1,1,-0.7,7,-20,3,0,2
Fc1ccccc1NC(=S)N1CCN(Cc2ccc3c(c2)OCO3)CC1,3,7,-4,2,-1.9,10,13,2,-5,0
CC(=O)N1CCC(N(CCCOC(C)C)C(=O)Nc2ccc(Cl)cc2)CC1,-1,1,-8,1,0.6,3,-3,7,-1,-8
Cc1ccc(C)c(OCC(=O)N2CCN(C(=O)c3ccco3)CC2)c1,-2,1,2,0,-2.4,0,-1,-4,-3,-8
O=C(c1ccc(S(=O)(=O)NCc2ccco2)cc1)N1CCCC1,0,2,-3,8,-2.5,1,2,7,-2,0
CCNc1nc(C(=O)O)nc(N2CCOCC2)n1,1,-2,3,-5,0.2,2,-2,-5,7,-1
CCCCC1(C)Nc2ccccc2-c2nc3ccccc3n21 (centres undefined),-3,-3,-13,1,-3.9,6,4,-2,-3,-2
CC(=O)c1cccc(NC(=O)CN(c2ccccc2)S(C)(=O)=O)c1,-3,-4,10,3,-0.9,0,7,3,-1,-7
O=C(Nc1nc(-c2ccc(-c3ccccc3)cc2)cs1)c1cnccn1,2,-3,6,1,-1.4,1,-3,-2,0,-4
COc1ccc(C2C(C(=O)c3ccc(C)o3)=C(O)C(=O)N2Cc2ccco2)cc1OC (centres undefined),-3,-2,-1,7,-0.8,5,-3,2,1,2
O=C(CNS(=O)(=O)c1ccc(F)cc1)N1CCN(c2ccccn2)CC1,2,-4,.,1,.,4,1,.,-1,9
CC(C)(C)N1OC2CC1c1nc3ccccc3n1C2 (centres undefined),2,0,-1,4,1.1,3,-2,5,1,-1
CCCC(=O)Nc1cc(Cl)ccc1C,0,1,-11,-2,-0.1,5,1,3,4,4
COc1ccc(-n2nnnc2-c2cccnc2)cc1,3,0,-2,-1,1.4,-16,-5,2,2,0
CCOc1cc(OCC)cc(C(=O)N2CCC[C@@H]2C(=O)N2CCC[C@@H]2C(=O)NCc2cccc(OC)c2)c1,4,3,.,-4,-0.4,-3,6,-2,0,3
Cc1cc(NC(=O)CSc2nc3c(C)cccc3cc2C)no1,1,1,1,4,-0.2,7,-2,3,0,9
Nc1nnnn1/N=C/c1ccccc1C(F)(F)F,2,1,-2,-6,1.6,-2,-1,-8,0,-1
Cc1ccc(C(=O)NC(=S)Nc2ccc(NC(=O)c3cccs3)cc2)cc1[N+](=O)[O-],3,-3,-4,5,-0.8,0,-7,6,0,11
OCCC1CN(Cc2cccc3c2OCO3)CCN1Cc1ccccc1 (centres undefined),-1,-6,6,5,-2.6,-7,8,-5,2,0
